Assay outcomes deposited in PubChem by National Center for Advancing Translational Sciences (NCATS).
Abeta yeast res – A-beta toxicity reversal in yeast; 410,000 tested, 0.063% active; yeast expressing A-beta42, growth rescue, OD600, 48 h; response scale: 0% DMSO, 100% iron-clioquinol control; AID 1347071; Potency, µM (titrated, usually from 46.1 µM), for inactives: at the top dose growth rescue, most hits filed as activators; also: potency is read from the fitted curve at half-maximal effect; nearly all actives have a fitted effect of over 55% in size
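Yeast growth medium received pinned compounds, then yeast cells expressing toxic A-beta were added; plates incubated at 30 C for 48 hr. Growth read as absorbance at 600 nm, normalized to DMSO and equimolar FeCl3 plus clioquinol controls.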
Akt phos inh – blocks phosphorylation of Akt; 360,000 tested, 0.32% active; activity change, % for hits at 50 µM; Neuro2A IGF-stimulated pAkt S473 HTRF, 20 min; hits give low values; AID 651550; in the data active = activity change below about -80%; inconclusive = mostly about -51% to -80%; also: % is scaled to controls: 0 for no effect and ±100 for the full control effect
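Neuro2A cells in DMEM with 0.5% FBS, overnight at 37 deg C, given compound at single 50 µM final, then IGF (6 nM final) for 20 min at 37 deg C. Lysed; phospho-Akt Ser473 by HTRF after 24 h, 665/615 ratio.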
MmCpn inh – inhibitors of Methanococcus maripaludis chaperonin (MmCpn); purified Mm-Cpn ATPase, ADP Transcreener TR-FRET; Potency, µM (top dose mostly 76.9 µM), for the others: at the top dose activity, negative = inhibition, usual class: inhibitors; 330,000 tested, 0.031% active; AID 504842; also: potency is read from the fitted curve at half-maximal effect; % is scaled to controls: 0 for no effect and ±100 for the full control effect; nearly all actives have a fitted effect of over 80% in size
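Measured: ADP formation by purified Mm-CPN. Conditions: 25 nM protein, 10 uM ATP, Tris pH 7.4 with Mg2+, K+ and DTT, 37°C for 30 min. Detection: Transcreener HTRF after 30 min at room temperature.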
aSyn rescue – rescues yeast growth from alpha-synuclein toxicity | Potency, µM (series often up to 46.1 µM), for the others: at the highest dose growth rescue (activation), hits mostly activators | 370,000 tested, 0.14% active | Yeast expressing alpha-synuclein, growth rescue, BacTiter-Glo, 24 h; also: potency is read from the fitted curve at half-maximal effect; % of control where 0% means no effect; nearly all actives have a fitted effect of over 65% in size
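Rescue of yeast growth: cells expressing toxic alpha-synuclein, induced in galactose at OD600 0.02, incubated with compound 24 h at 30 C. ATP luminescence quantified growth; inhibitors of toxicity appear as activators.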
TDP-43 yeast inh – TDP-43 toxicity inhibition in yeast. 410,000 tested, 1.8% active. TDP-43 expressing yeast growth rescue, BacTiter-Glo, 24 h. Potency, µM (doses to about 46.1 µM), for inactives: top-dose growth rescue (activation), actives largely listed as activators; also: potency is read from the fitted curve at half-maximal effect; % of control where 0% means no effect; nearly all actives have a fitted effect of over 50% in size
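Readout is BacTiter-Glo luminescence of cell growth, so inhibitors register as activators. TDP-43-expressing yeast at OD600=0.02 in galactose medium, after raffinose pregrowth to mid-log, were incubated with compound for 24 hr at 30 deg C.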
GLP1R inv ag – inverse agonists of human GLP-1 receptor; Potency, µM (doses to about 38.3 µM), inactives show at the highest dose activity change, negative = inhibition, hits mostly inhibitors; HEK293 GLP-1R CRE-luciferase, luminescence, 24 h; GLP-1R form is constitutively active; 410,000 tested, 1.6% active; also: potency is read from the fitted curve at half-maximal effect; % is scaled to controls: 0 for no effect and ±100 for the full control effect; nearly all actives have a fitted effect of over 55% in size
Target sequence (P43220 whole entry, looked up): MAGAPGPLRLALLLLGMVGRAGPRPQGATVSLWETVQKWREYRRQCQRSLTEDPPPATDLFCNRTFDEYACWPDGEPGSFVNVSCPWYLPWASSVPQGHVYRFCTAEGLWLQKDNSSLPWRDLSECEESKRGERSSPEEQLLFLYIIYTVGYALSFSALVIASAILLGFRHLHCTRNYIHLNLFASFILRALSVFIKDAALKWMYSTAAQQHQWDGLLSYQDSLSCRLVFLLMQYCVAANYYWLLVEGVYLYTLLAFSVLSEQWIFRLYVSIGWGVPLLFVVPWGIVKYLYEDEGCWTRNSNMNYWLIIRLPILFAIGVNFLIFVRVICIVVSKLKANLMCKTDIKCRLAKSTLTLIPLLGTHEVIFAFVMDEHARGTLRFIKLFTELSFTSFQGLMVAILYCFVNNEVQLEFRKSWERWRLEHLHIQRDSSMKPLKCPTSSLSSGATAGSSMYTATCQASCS
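HEK293 cells stably co-expressing constitutively active GLP-1R and a cAMP-responsive luciferase reporter were seeded in DMEM with 10% Nu serum, given compounds after 12 h, and incubated 24 h at 37 deg C. Luminescence was then read.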
PTHR1 ag – agonists of human PTHR1 parathyroid hormone receptor. Q03431. HEK293 GP2 PTHR1 cells, GloSensor cAMP luminescence, 1 h. Potency, µM (doses to about 115 µM), for inactives: at the highest dose activation, most hits filed as activators. 410,000 tested, 0.075% active. AID 743266; also: potency is read from the fitted curve at half-maximal effect; nearly all actives have a fitted effect of over 55% in size; some results filed as inactive show a strong effect at the top dose; inactives centre near -15; many of its hits are not listed in these tables
Target sequence (Q03431 whole entry, looked up): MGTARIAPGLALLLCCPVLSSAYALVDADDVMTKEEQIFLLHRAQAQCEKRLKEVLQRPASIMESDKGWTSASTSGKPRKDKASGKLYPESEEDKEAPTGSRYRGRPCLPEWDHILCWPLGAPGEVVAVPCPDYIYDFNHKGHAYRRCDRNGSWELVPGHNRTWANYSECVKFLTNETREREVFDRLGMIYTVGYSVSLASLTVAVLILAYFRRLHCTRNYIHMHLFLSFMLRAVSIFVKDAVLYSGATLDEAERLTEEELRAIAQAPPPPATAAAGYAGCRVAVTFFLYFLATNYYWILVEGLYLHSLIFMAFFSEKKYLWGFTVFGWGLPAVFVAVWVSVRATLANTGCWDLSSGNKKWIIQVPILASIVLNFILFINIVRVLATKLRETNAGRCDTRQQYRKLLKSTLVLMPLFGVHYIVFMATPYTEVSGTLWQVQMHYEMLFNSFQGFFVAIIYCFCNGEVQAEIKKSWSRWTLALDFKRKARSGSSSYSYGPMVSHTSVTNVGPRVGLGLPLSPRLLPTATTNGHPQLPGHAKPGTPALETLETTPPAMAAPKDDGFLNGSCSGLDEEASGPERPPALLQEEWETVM
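HEK-293-derived GP2 cells expressing PTHR1 and a GloSensor cAMP reporter, 3,000/well, plated overnight, given luciferin plus IBMX (each 0.5 mM as added) for 1 h at 37 °C, then compound for 1 h at 37 °C. Luminescence was read after 15 min at room temperature.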
HEK293 tox – cytotoxicity counter-screen for GLP-1 receptor inverse agonists; AID 624418; HEK293 cAMP-luciferase reporter cells, luminescence, 24 h; 410,000 tested, 0.13% active; Potency, µM (series often up to 38.3 µM), for the others: at the top dose activity change, negative = inhibition, most hits filed as inhibitors;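 also: loss of luciferase light is scored as toxicity; potency is read from the fitted curve at half-maximal effect; % is scaled to controls: 0 for no effect and ±100 for the full control effect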
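To flag toxic compounds, the library was rerun on cells for 24 hr at 37 deg C and 5% CO2. Viability-linked luminescence was captured 12 min after adding luciferase detection reagent.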
FUS yeast rescue – FUS proteinopathy suppression in yeast. AID 1347120. S. cerevisiae FUS-expressing, growth rescue, OD600, 24 h. 390,000 tested, 0.24% active. Potency, µM (top dose mostly 76.6 µM), without a hit: top-dose growth rescue (activation), actives largely listed as activators;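 also: potency is read from the fitted curve at half-maximal effect; plate controls were DMSO vehicle for no effect and reference control for full effect; nearly all actives have a fitted effect of over 55% in size; some results filed as inactive show a strong effect at the top dose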
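Absorbance at 600 nm, taken 24hr after compound addition, measured rescue of FUS-yeast growth at 30C. Induction used 2% galactose with seeding at OD 0.005. Controls: CP55940 from 92uM final, DMSO only.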
* hit, by the source's call; i = inactive; ? = inconclusive; / = not tested or not shown; [ ] = remark or other dose. Unless noted, calls follow the shape of the dose curve; as a rule, active = well fitted curve in the direction sought with a large enough effect; inconclusive = small, poorly fitted or top-dose-only effect, or another doubt; inactive = no such curve, though single readings can be large; an effect the other way counts as inactive or inconclusive.

Under each structure – Abeta yeast res	Akt phos inh	MmCpn inh	aSyn rescue	TDP-43 yeast inh	GLP1R inv ag	PTHR1 ag	HEK293 tox	FUS yeast rescue
[1] COc1ccc(NC(=S)Nc2cc(C(F)(F)F)ccc2F)cc1
 : 3%	i	-2%	2%	?	4%	i	15%	-22%
[2] O=C(Nc1nc2nc(-c3ccccc3)cc(=O)n2[nH]1)c1ccc(Cl)cc1
 : -12%	/	/	-3%	10%	0%	18%	5%	-2%
[3] COc1ccc(CCNC(=O)C2=CC=CN3CCS(=O)(=O)N=C23)cc1
 : -12%	i	2%	3%	-9%	14%	i	18%	-12%
[4] COC(=O)c1cc(-c2ccc(OC)cc2)n[nH]1
 : 27%	i	1%	3%	?	54%[activator]	-9%	-3%	-33%
[5] Cc1cnc(C(=O)OCC(=O)Nc2cc(Cl)ccc2C#N)cn1
 : 1%	i	1%	-1%	?	9%	i	1%	6%
[6] Nc1c(NCc2ccccc2)c2ccccc2oc1=O
 : -8%	i	-1%	25%	13%	2%	2%[57.5 µM]	5%	15%
[7] CN[C@H]1C[C@H]2c3cc(-c4ccccc4)ccc3CCN2C(=O)[C@H]1[C@H](C)O
 : 1%	i	/	1%	1%	-24%	-10%	-12%	18%
[8] O=C(CSc1nccc(=O)[nH]1)Nc1cccc2ccccc12
 : -6%	i	0%	-8%	-1%	6%	i	-7%	17%
[9] CC1(C)CC2CC(C)(CN2C(=O)c2cccs2)C1 (stereo not given)
 : -21%	i	2%	6%	-6%	?	18%	12%	?
[10] Cc1ccc(-c2nnn(CC(=O)N(c3ccccc3F)C(C(=O)NC3CCCC3)c3ccncc3)n2)o1 (stereo not given)
 : 6%	i	-1%	1%	-4%	8%	i	-7%	-1%
[11] Cc1cccc(S(=O)(=O)NC(=O)C2(C)CCN2C(=O)Cc2ccc(C(C)(C)C)cc2)c1 (stereo not given)
 : 2%	i	/	-2%	5%	-10%	-23%	1%	17%
[12] CN(Cc1ccccc1)S(=O)(=O)c1ccc(OCC(=O)Nc2cccc([N+](=O)[O-])c2)cc1
 : 2%	i	1%	-1%	7%	0%	-61%[inhibitor]	2%	/
[13] N#Cc1nc(COc2ccc(F)cc2)oc1N1CCN(Cc2ccccc2)CC1
 : 9%	i	-2%	2%	-4%	?	-11%	-7%	5%
[14] COC(=O)c1c(-c2ccccc2)csc1NC(=O)c1ccco1
 : 7%	i	0%	-7%	-7%	120%[activator]	-18%[57.5 µM]	4%	-18%
[15] COc1cc(C(=O)N2CCN(c3ccccc3O)CC2)ccc1OCC(=O)N1CCOCC1
 : 8%	i	1%	-13%	7%	3%	-9%	3%	35%
[16] Cc1occc1C(=O)NNC(=O)c1ccccc1F
 : -11%	i	1%	-8%	10%	14%	9%	15%	-45%
[17] CN1CN(C)c2cccc3cccc1c23
 : -3%	i	-10%	-1%	12%	-13%	i	-3%	10%
[18] Cc1ccc(S(=O)(=O)N2C[C@@H](C)[C@]3(C2)[C@H](O)[C@H](OC(=O)Nc2cccs2)C[C@H]2C(=O)N(c4ccccc4)C(=O)[C@H]23)cc1
 : 9%	i	/	-18%	0%	?	i	-24%	?
[19] O=C(c1ccco1)N1CCN(C(c2ccccc2Cl)c2nnnn2Cc2ccco2)CC1 (stereo not given)
 : -8%	i	-2%	-1%	1%	?	-1%[57.5 µM]	4%	?
[20] COc1ccc(NS(=O)(=O)c2cc(NC(=O)c3ccccc3)ccc2N2CCOCC2)cc1
 : -5%	i	-6%	-8%	8%	-29%	i	?	9%
[21] COc1ccc(CCN(Cc2ccccn2)C(=S)Nc2cccc(C)c2)cc1OC
 : -4%	i	0%	-4%	4%	-4%[7.66 µM]	-11%	0%[7.66 µM]	3%
[22] CCC(C)(C)c1nnc(NC(=O)C2CC(=O)N(CCc3ccc(F)cc3)C2)s1 (stereo not given)
 : -3%	i	-5%	1%	-6%	-23%	-10%	-15%	22%
[23] CCOc1cc(NC(=S)NCCCOC)c(OCC)cc1NC(=O)c1ccco1
 : 15%	i	-2%	-5%	-1%	27%	i	-21%	/
[24] CCCn1c(=O)c2ccccc2n2c(SCc3c(C(=O)OCC)oc4ccccc34)nnc12
 : -3%	i	-2%	11%	4%	13%	12%[57.5 µM]	-1%	20%
[25] COc1ccc(/C=C/C(=O)O)cc1S(=O)(=O)NC1CCS(=O)(=O)C1 (stereo not given)
 : -6%	i	-6%	-5%	7%	5%	-22%	0%	2%
[26] CC(C)CN(C(=O)COC(=O)c1cnc(Cl)c(Cl)c1)c1c(N)n(Cc2ccccc2)c(=O)[nH]c1=O
 : -10%	i	0%	0%	-9%	-6%	i	10%	0%
[27] Cc1noc(C)c1C(=O)N1CCN(c2ccc(OCc3ccccc3)cc2)CC1
 : 27%	i	5%	6%	24%	-4%	-23%	-14%	-17%
[28] CCCCCCC(=O)Nc1nc(C)c(-c2csc(Nc3cc(Cl)ccc3C)n2)s1
 : -5%	i	-2%	-1%	-1%	-6%	14%	-10%	33%
[29] CCc1ccccc1NC(=O)N[C@H](C(=O)O)C(C)CC (stereo not given in full)
 : 2%	i	2%	-11%	-4%	24%	i	-14%	-18%
[30] CC(C)CCNC(=O)c1onc(CSc2ccc(Cl)cc2)c1C(=O)NCCC(C)C
 : -6%	i	2%	14%	-6%	10µM*	i	2%	12%
[31] CCOc1ccccc1N(C)S(=O)(=O)c1ccc2c(c1)N(C(C)=O)CCO2
 : 0%	i	1%	2%	-20%	-26%	i	-3%	19%
[32] COc1ccc(C=O)cc1COc1c(F)c(F)cc(F)c1F
 : 3%	i	2%	13%	0%	?	-5%[57.5 µM]	-8%	5%
[33] COc1ccccc1N1CCN(C(=O)c2cc(=O)c3cc(C)ccc3o2)CC1
 : -25%	i	1%	4%	?	?	-52%[inhibitor]	-4%	0%
[34] CC(=O)Oc1ccccc1-c1nc(/C=C/c2ccccc2)no1
 : -9%	i	-2%	-14%	18µM*	16%	-37%[inhibitor]	11%	0%
[35] O=C(Cn1c(=O)c2ccccc2n(CC(=O)Nc2ccc(Cl)cc2)c1=O)NCCc1ccccc1
 : -3%	/	/	/	-1%	-2%	-12%	-5%	2%
[36] COc1ccc(C)cc1S(=O)(=O)NCc1ccccn1
 : 5%	i	/	1%	15%	-4%	i	11%	-20%
[37] COc1ccc(N(/N=C2\Sc3ccccc3C2=O)C(C)=O)cc1
 : -10%	i	0%	-3%	8%	28%	-27%	9%	-3%
[38] COc1ccc(Cl)cc1S(=O)(=O)N1CCN=C1c1ccccc1
 : 8%	i	-2%	-4%	-11%	14%	-22%	4%	11%
[39] CCOc1ccccc1N(CC(=O)Nc1ccccc1C(=O)NCc1ccco1)S(C)(=O)=O
 : -17%	i	-2%	2%	-21%	-9%	-3%[57.5 µM]	-2%	16%
[40] CCCN1Cc2cccc(C(=O)NC(C)c3cccs3)c2C1=O (stereo not given)
 : 1%	i	0%	-4%	-13%	8%	-3%[57.5 µM]	7%	6%
[41] O=C(c1ccccc1)c1nn(-c2cccc(Cl)c2)ccc1=O
 : 8%	i	-1%	1%	-1%	13%	i	-10%	-2%
[42] CC(Oc1cc2oc(=O)c3c(c2cc1Cl)CCC3)C(=O)NCCCN1CCCC1=O (stereo not given)
 : 1%	i	-1%	11%	-8%	43%[activator]	i	2%	0%
[43] OC(COc1ccc2cc(Br)ccc2c1)Cn1ccnc1 (stereo not given)
 : -18%	i	-4%	-23%	-22%	-34%	-34%[inhibitor]	-2%	-71%[inhibitor]
[44] Cc1ccc2c(c1)cc1c(=O)n(Cc3cccc(Cl)c3)nc(C)n12
 : -9%	/	/	/	6%	6%	i	3%	-4%
[45] COc1ccc(C2=CC(c3ccc(C)cc3)n3nnnc3N2)cc1 (stereo not given)
 : -13%	i	-6%	-25%	10%	36%[activator]	-5%[57.5 µM]	/	34%
[46] Cc1ccccc1N1CC(C(=O)Nc2nnc(SCC(=O)Nc3nccs3)s2)CC1=O (stereo not given)
 : 0%	i	-9%	-9%	11%	-1%	-32%[inhibitor]	13%	/
[47] CCC/C=N/Nc1nnc(Cc2ccc(OC)c(OC)c2)c(=O)[nH]1
 : -15%	i	1%	10%	-5%	-1%	i	-21%	15%
[48] CC(=O)c1ccc(S(=O)(=O)N2CCN(C(C)=O)CC2)cc1
 : 12%	i	2%	-7%	-6%	18%[7.66 µM]	i	15%[7.66 µM]	1%
[49] COC(=O)c1ccccc1NC(=O)Cn1ncc2c(C)n(Cc3ccc(F)cc3)c(C)c2c1=O
 : 2%	/	/	/	0%	?	-35%[inhibitor]	-17%	?
[50] CCC1CC2CC(NC(C)=O)C1C2 (stereo not given)
 : 15%	i	2%	-1%	-6%	11%	i	12%	-11%
[51] COC(=O)C1=C(N)Oc2c(oc(CO)cc2=O)C1c1c(F)cccc1Cl (stereo not given)
 : -7%	i	3%	-1%	-4%	-10%	-69%[inhibitor]	-6%	5%
[52] CCCn1c(=O)n(C)c(=O)c2c(SCC(=O)NCc3ccco3)nc(C3CC3)nc21
 : 21%	/	-1%	-4%	-5%	-31%	i	63%[activator]	13%

An excerpt; the hit share may differ from the screen's.
